S3 lipid droplet – qHTS Assay for Lipid Storage Modulators in Drosophila S3 Cells. hit rate 0.64% among 320,000. Drosophila S3 cells, BODIPY lipid droplet fluorescence, 18-24 h; cells fed with added oleic acid. AID 2685, 2010. lipid storage change, negative = inhibition, % at the top dose, mostly 46.1 µM; hits show Potency in µM; active = well fitted inhibition curve with a large enough effect in the signal ratio, with a control signal flat, not every such curve was filed as active; inconclusive = small, poorly fitted or top-dose-only effect, or effect the other way, or a change in a side signal; the % refers to the signal ratio
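Drosophila S3 cells got compounds at several concentrations plus oleic acid (400 uM solution). Laser-scanning cytometry with 488 nm excitation read lipid droplets at 500-530 nm and cells at 575-640 nm. Percent activity was relative to 20 uM Triacsin C.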
S3 lipid droplet cell count max – second read-out of S3 lipid droplet, no call of its own (marks repeat the call); cell number change, %; measured here: cell count max response;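 cells counted by Cell Tracker Red CMTPX staining in the red channel; peak over a dose series mostly up to 46.1 µM; percent activity relative to internal control wells on each plate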
Starred values were filed as active, the others as inactive; i = inactive; ? = inconclusive; nt = no result given. % is scaled to controls: 0 for no effect and ±100 for the full control effect; potency is read from the fitted curve at half-maximal effect.

Results follow in this order: S3 lipid droplet, S3 lipid droplet cell count max
1: CC(=O)O[C@H]1CC[C@]2(C)[C@H]3CC=C4[C@@H]5[C@@H](C)[C@H](C)CC[C@]5(C(=O)O)CC[C@@]4(C)[C@]3(C)CC[C@H]2C1(C)C
    ?, nt
2: COc1ccc2c(c1)C=C([C@@H]1C[C@H]3CN(c4ccccc4)C(=O)[C@]34CCCN14)CO2
    17%, 2
3: CCNc1nc(ON=C(C)C)nc(N(C)C)n1
    -6%, -11
4: COc1ccc(-c2nc3ccccc3c(=O)n2O)cc1
    -23%, 11
5: CCOc1ccc(S(=O)(=O)N2CCC(C(=O)NCC3CCCO3)CC2)cc1 (stereo not drawn)
    15%, 0
6: CCCCNC(=S)N1CCC(Cc2ccccc2)CC1
    ?, nt
7: Cc1ccc(C2CC2C(=O)NNC(=S)Nc2ccc(Cl)cc2)cc1 (stereo not drawn)
    ?, nt
8: O=C(NNC(=O)c1ccccc1O)c1ccc(-c2ccc([N+](=O)[O-])cc2)o1
    i, 18
9: CC(=O)N1CCc2cc(S(=O)(=O)CCC(=O)Nc3cccc(F)c3)ccc21
    1%, 28
10: CN(C(=O)CCc1nc(-c2ccccc2F)no1)c1ccccc1
    ?, nt
11: CCOC(=O)CC(NC(=O)c1ccco1)c1ccccc1Cl (stereo not drawn)
    ?, nt
12: O=[n+]1cc(-c2cc3ccccc3o2)n([O-])c2c1CCCC2
    ?, nt
13: O=C(CCSc1nnnn1-c1ccccc1)N1CCOCC1
    i, 9
14: COc1ccccc1NC(=O)CCC(=O)N(Cc1ccc(OC)c(OC)c1)c1nccs1
    ?, nt
15: Cc1ccc(NC(=O)/C(=C\c2ccco2)NC(=O)c2ccco2)cc1
    ?, nt
16: NC12CC3CC(C1)CC(CC(=O)O)(C3)C2
    ?, nt
17: COC(=O)C(CCSC)NS(=O)(=O)c1ccc(Cl)cc1 (stereo not drawn)
    ?, nt
18: COc1ccc(N2CCN(CCCNC(=O)C(=O)c3c(C)[nH]c4ccccc34)CC2)cc1
    ?, nt
19: CCSc1nc2c(c(=O)[nH]c(=O)n2C)n1Cc1ccc(Cl)cc1
    20%, -16
20: O=C(CCN1CCN(CCO)CC1)Nc1ccc(C2CCCC2)cc1
    ?, nt
21: CC(C)[C@H](N)C(=O)NC[C@H](CC(=O)NC[C@H]1CC[C@H](C(=O)O)CC1)c1ccc(Cl)cc1
    2%, nt
22: COc1ccc(-c2ccn(-c3cccc(F)n3)n2)cc1
    28%, 23
23: CCN1C(=O)[C@H]2[C@@H](c3ccc(-c4ccc(Cl)c(Cl)c4)cc3)N[C@@](Cc3ccccc3)(C(=O)OC)[C@H]2C1=O
    ?, nt
24: O=C(c1cc(-c2ccccn2)nc2ccc(Br)cc12)N1CCc2ccccc2C1
    ?, nt
25: Cc1cc2c(c(=O)n1CCN(C)C)C(c1ccccc1Br)C(C#N)=C(N)O2 (stereo not drawn)
    ?, nt
26: Cc1cc2nc(-c3ccco3)cc(C(F)(F)F)n2n1
    27%, nt
27: CCn1c2ccccc2c2cc(NC(=O)COC(=O)C3CCC(=O)N3)ccc21 (stereo not drawn)
    12%, -15
28: CCOC(=O)C1CCCN(C(=O)CNS(=O)(=O)c2ccc(Br)s2)C1 (stereo not drawn)
    1%, 2
29: COc1ccc(-c2nc(CS(=O)(=O)CC(=O)Nc3cccc(C(C)=O)c3)c(C)o2)cc1
    ?, nt
30: Cc1ccc(S(=O)(=O)N2CCCN(S(=O)(=O)c3ccc4c(c3)OCCO4)CC2)cc1
    13%, -9
31: CC1(C)CC(=O)c2sc(NC(=O)c3ccco3)nc2C1
    ?, nt
32: O=C(Nc1ccc2c(c1)C(=O)N(CC1CCCO1)C2=O)c1cccc(Br)c1 (stereo not drawn)
    ?, nt
33: COc1ccccc1S(=O)(=O)Cc1ccc(C(=O)N2CCN(c3ccc(C)cc3)C(C)C2)o1 (stereo not drawn)
    ?, nt
34: O=C(CN1CCN(C(=O)c2ccco2)CC1)Nc1ccccc1-c1ccccc1
    ?, nt
35: N=C1/C(=C/c2cccs2)C(=O)N=C2SN=C(SCc3ccccc3)N12
    -6%, -5
36: CCCN1C(=O)S/C(=C\c2ccc(N3CCOCC3)o2)C1=O
    ?, nt
37: CCn1c(C)nnc1SCC(=O)Nc1cccc(Cl)c1
    10%, -12
38: COC(=O)COc1ccc(S(=O)(=O)Nc2ccc(C(N)=O)cc2)cc1Cl
    -2%, -1
39: Cc1nnc(Nc2ccc(C(=O)N3CCOCC3)cc2)c2ccccc12
    ?, nt
40: O=C(c1sc2cc([N+](=O)[O-])ccc2c1Cl)N1CCOCC1
    1%, -20
41: COc1ccc(Nc2ncnc3c2cnn3Cc2ccccc2)cc1OC
    13%, -28
42: CCN(CC)c1ccc(NC(=O)Nc2ccccc2)cc1
    5%, -1
43: Cc1cccc(NC(=O)CSc2nc3ccc(NC(=O)CSc4nnnn4-c4ccccc4)cc3s2)c1C
    -2%, -15
44: CCc1nnc(NC(=O)c2cc(-c3ccccn3)nc3ccccc23)s1
    ?, nt
45: COc1ccccc1Nc1nc2ccccc2[nH]1
    ?, nt
46: CCOC(=O)c1c(C)[nH]c(C(=O)COC(=O)CCS(=O)(=O)c2ccc(C)cc2)c1C
    ?, nt
47: COCCn1c(SCC(=O)c2ccccc2)nc2c(c1=O)SC(C)C2 (stereo not drawn)
    ?, nt
48: CCOC(=O)N1CCN(c2c(NCCc3ccc(OCC)c(OCC)c3)c(=O)c2=O)CC1
    ?, nt
49: CCCCN(C(=O)c1ccc(S(=O)(=O)N2CCCCC2)cc1)C1CCS(=O)(=O)C1 (stereo not drawn)
    -9%, -10
50: O=C(COC(=O)c1cc([N+](=O)[O-])ccc1N1CCOCC1)c1ccc(F)cc1
    ?, nt
51: COc1ccc(C(=O)NC(Cc2ccc(OC(=O)c3ccc(OC)cc3)cc2)C(=O)O)cc1 (stereo not drawn)
    ?, nt
52: CCOC(=O)CN1C(=O)C(O)(CC(=O)c2ccco2)c2ccccc21 (stereo not drawn)
    ?, nt
53: CCN(CC)C(=O)COc1ccc2c(-c3ccc(OC)cc3)cc(=O)oc2c1
    ?, nt
54: Cc1cc(Cl)ccc1NC(=S)Nc1ccccn1
    -4%, 2
55: COc1ccc(C(=O)NCc2nnc(SCC(=O)Nc3nc4ccccc4s3)o2)cc1
    ?, nt
56: Cc1cc(C)c2cc(CN(CCCN(C)C)C(=S)NCc3ccccc3)c(=O)[nH]c2c1
    15%, 17
57: COc1cccc2cc(C(=O)Oc3ccc(NC(C)=O)cc3)c(=O)oc12
    -2%, 3
58: O=C(CC(c1ccccc1)c1ccccc1O)NCc1ccco1 (stereo not drawn)
    15%, 3
59: CC(NC(=O)c1cc(COc2ccc3ncccc3c2)on1)c1ccc(F)cc1 (stereo not drawn)
    ?, nt
60: CNC(=O)COC(=O)c1[nH]c(C)c(C(C)=O)c1C
    i, nt

Other structures:
item	compound	S3 lipid droplet	S3 lipid droplet cell count max
61	O=C(CCl)Nc1cccc(Oc2cnccn2)c1	0%	-1
62	CCOC(=O)c1c(C)[nH]c(C)c1S(=O)(=O)N(C)CC(=O)Nc1cccc(C)c1	i	2
63	COc1ccccc1N(CC(=O)Nc1c(C)n(C)n(-c2ccccc2)c1=O)S(=O)(=O)c1ccc(C)cc1	4%	6
64	Cc1ccc(S(=O)(=O)NCC(=O)N(CC(=O)NCC2CCCO2)C2CCCC2)cc1 (stereo not drawn)	?	nt
65	O=C(CN1C(=O)CCS(=O)(=O)c2ccccc21)NCc1ccccc1	-6%	1
66	CC(NC(=O)c1ccnn1C)C1CCCO1 (stereo not drawn)	?	nt
67	COc1ccc(/C=N/NC(=O)c2cccc(NC(=O)c3ccc(Cl)cc3)c2)c(OC)c1	?	nt
68	CC1CCCC(n2c(=S)[nH]c3ccccc3c2=O)C1C (stereo not drawn)	?	nt
69	CNc1nc(SCc2ccccc2)nc(N2CCOCC2)n1	?	nt
70	O=P(c1cccs1)(c1cccs1)c1cccs1	?	nt
71	COc1ccc(S(=O)(=O)C(C#N)c2nc3ccccc3nc2N2CCCCC2)cc1 (stereo not drawn)	14%	-14
72	COc1ccc(C2C(C(C)=O)=C(Nc3ccccc3)CC(C)(O)C2C(C)=O)cc1OC (stereo not drawn)	5%	0
73	CCN(CC)S(=O)(=O)c1cc(NC(=O)CCNC(=O)c2ccco2)ccc1C	?	nt
74	C/C(=N\Nc1ccccc1[N+](=O)[O-])c1ccccc1O	?	nt
75	Cc1cc(C)c(S(=O)(=O)c2ccccc2C)c(Cl)n1	-4%	nt

Copied from the results shown, 4 compounds:
item	compound	S3 lipid droplet	S3 lipid droplet cell count max
65	O=C(CN1C(=O)CCS(=O)(=O)c2ccccc21)NCc1ccccc1	-6%	1
66	CC(NC(=O)c1ccnn1C)C1CCCO1 (stereo not drawn)	?	nt
67	COc1ccc(/C=N/NC(=O)c2cccc(NC(=O)c3ccc(Cl)cc3)c2)c(OC)c1	?	nt
68	CC1CCCC(n2c(=S)[nH]c3ccccc3c2=O)C1C (stereo not drawn)	?	nt

Going on with the list:
item	compound	S3 lipid droplet	S3 lipid droplet cell count max
76	CN(C)CCCN(C(=O)C1COc2ccccc2O1)c1nc2ccc(F)cc2s1 (stereo not drawn)	-11%	8
77	Cc1ccc(S(=O)(=O)NC(=O)Nc2cc(C(C)(C)C)on2)cc1	?	nt
78	Cc1ccc(C(OCC(O)CNCc2ccc(F)cc2)c2ccccc2)cc1 (stereo not drawn)	?	nt
79	COc1cc(/C=C/C(=O)OCC(=O)N2CCCC2)ccc1OCC#N	?	nt
80	CC1(C)CC(=O)C=C(N2CCN(C3=CC(=O)CC(C)(C)C3)CC2)C1	?	nt
81	Cc1cccc(NC(=O)C2CCN(C(=O)NCc3ccccc3)CC2)c1C	?	nt
82	CCCC1=NN2C(=N)/C(=C\c3cc(C)n(Cc4ccccc4)c3C)C(=O)N=C2S1	1%	16
83	C=CCN1C(=O)C(O)(CC(=O)c2ccco2)c2cc(Br)ccc21 (stereo not drawn)	-2%	-9
84	Cc1cc(C)c2[nH]c3nc(SCC(=O)O)nnc3c2c1	i	15
85	C=CCn1c(-c2sccc2C)n[nH]c1=S	?	nt
86	O=C(CCNC(=O)N1CC(=O)Nc2ccccc21)NCc1ccc(F)cc1	?	nt
87	O=C(N/N=C/c1ccccc1Br)C1CC1	i	nt
88	Cc1ccccc1OCC(=O)Nc1ccc(N2CCN(C)CC2)c(Cl)c1	i	2
89	CC1(C)Cc2nc3nc(SCC(=O)NCCc4ccccc4)n(-c4ccccc4)c(=O)c3cc2CO1	?	nt
90	Cc1nn(Cc2ccc(F)cc2)c2sc(C(=O)Nc3ccc(N4CCOCC4)cc3N3CCOCC3)cc12	-1%	-4

Values in list order from above:
Entries 34–41 in S3 lipid droplet cell count max: nt, -5, nt, -12, -1, nt, -20, -28
Entries 34–41 in S3 lipid droplet: ?, -6%, ?, 10%, -2%, ?, 1%, 13%

Sorted by heavy-atom count (low to high): part of the list above.
item	compound	S3 lipid droplet	S3 lipid droplet cell count max
87	O=C(N/N=C/c1ccccc1Br)C1CC1	i	nt
79	COc1cc(/C=C/C(=O)OCC(=O)N2CCCC2)ccc1OCC#N	?	nt
88	Cc1ccccc1OCC(=O)Nc1ccc(N2CCN(C)CC2)c(Cl)c1	i	2

New compounds follow.
item	compound	S3 lipid droplet	S3 lipid droplet cell count max
91	O=S(=O)(c1ccccc1)c1ccc(NCc2ccco2)cc1	?	nt
92	Cc1ccnc(NC(=O)c2oc3ccccc3c2C)c1	?	nt
93	O=C1C2C3C=CC(C3)C2C(=O)N1CC1CCCO1 (stereo not drawn)	?	nt
94	COc1cccc2cc(C(=O)N3CCN(C/C=C/c4ccccc4)CC3)c(=O)oc12	?	nt
95	Cc1cccc(N2C(=NC(=O)c3ccccc3)SC3CS(=O)(=O)CC32)c1 (stereo not drawn)	?	nt
96	CC(C(=O)N1CCc2ccccc21)n1cnc2c1c(=O)n(C)c(=O)n2C (stereo not drawn)	?	nt
97	CCN(CCn1cccn1)Cc1ccccc1OCC(O)CN1CCc2ccccc2C1 (stereo not drawn)	15%	9
98	Cc1cc(=O)oc2ccc(OCC(=O)O)cc12	13%	nt
99	Cc1cc(C)c(OCC(=O)OCC(=O)NC2CCC(C)CC2)c(C)c1 (stereo not drawn)	?	nt
100	N#C/C=C1\n2c(nc3ccccc32)OC12CCCCC2	?	nt
101	COc1ccc(C(=O)O/N=C(\C)c2ccccc2)cc1	-7%	1
102	COc1cc(C2C(C(C)=O)=C(O)C(=O)N2Cc2ccccc2)ccc1O (stereo not drawn)	13%	8
103	Cc1[nH][nH]c(=O)c1C(c1ccc(Cl)cc1)c1c(C)[nH][nH]c1=O	?	nt
104	Cc1ccc(-c2cc(C(=O)O)c3cc(Br)ccc3n2)o1	i	13
105	CCOC(=O)C1CCN(C(=O)c2ccc(Cl)c(S(=O)(=O)N3CCOCC3)c2)CC1	2%	2
106	Cc1cccc(N(C)S(=O)(=O)c2c(C)noc2C)c1	i	nt
107	c1ccc2cc(OCc3nc4ccccc4[nH]3)ccc2c1	-7%	-24
108	COc1ccc(C)cc1NC(=O)C(OC(=O)C1CC1)c1ccccc1 (stereo not drawn)	i	nt
109	COc1ccc([N+](=O)[O-])cc1NC(=O)C(C)N(C)Cc1cccc(OC)c1OC (stereo not drawn)	18%	6

Taken from above.
Entry for entry 107 under S3 lipid droplet: -7%
Entry for entry 109 under S3 lipid droplet: 18%

Screening data from PubChem.

Some of the compounds tested; count on the stated rates, not on these rows.
